H37Rv inhibition: M. tuberculosis growth inhibition, HTS (AID 449762). M. tuberculosis H37Rv growth inhibition, 7H9 media; higher % means a stronger effect. inhibition, % at 25 µM; hits with a dose series show IC50 in µM. actives 0.59% (n = 330,000); in the data active means a potency from the dose series; inconclusive means inhibition above about 70% without an active follow-up result;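 further: bacterial growth assessed after seven days of incubation; strong numbers were not always called active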
PhoP GFP inhibition: Inhibition of PhoP regulon, Salmonella typhi GFP reporter cells, confirmation, 4 h (AID 1850). Salmonella Typhi PhoP-promoter GFP reporter, fluorescence, 4 h; higher % means a stronger effect. one-dose inhibition, % at 50 µM; IC50 in µM for titrated hits. actives 0.33% (n = 310,000); in the data active means a potency from the dose series; inconclusive means inhibition mostly from about 25% at the one dose, without a potency; inactive means the rest, 99 in 100 with inhibition below about 19%;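 further: 0% = induced wells with vehicle and 100% = uninduced wells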
VEEV TC-83 Vero: inhibitors of VEEV TC-83 cytopathic effect, confirmation, Vero cells (AID 588727). Vero cells, VEEV TC-83 cytopathic effect inhibition; higher % means a stronger effect. inhibition, % at 20 µM, or IC50 in µM where a hit was titrated. actives 0.13% (n = 350,000); in the data active means a potency from the dose series; inconclusive means inhibition mostly from about 14% at the one dose, without a potency; inactive means the rest, 99 in 100 with inhibition below about 12%; further: strong numbers were not always called active
tuberculosis growth: growth inhibition of non-replicating M. tuberculosis (AID 488890) | actives 0.39% (n = 320,000) | Mycobacterium tuberculosis non-replicating, growth inhibition; higher % means a stronger effect | inhibition, % at 25 µM; hits with a dose series show IC50 in µM; in the data active means a potency from the dose series; inconclusive means inhibition mostly from about 82% at the one dose, without a potency; inactive means the rest, 99 in 100 with inhibition below about 76%;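 further: plate controls were DMSO cells for no effect and high antibiotic wells for full effect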
influenza NS1A: H1N1 influenza NS1A inhibitors, functional cell based assay (AID 504329); inhibition, % at 12.5 µM; hits with a dose series show IC50 in µM; NS1A functional cell-based assay, percent inhibition; higher % means a stronger effect; actives 0.3% (n = 340,000); in the data active means a potency from the dose series; inconclusive means inhibition above about 27% without an active follow-up result; further: strong numbers were not always called active
VEEV TC-83 Vero 10K pilot screen: also measured in VEEV TC-83 Vero; calls as there; inhibition, %; measured here: 10K pilot screen inhibition
* marks the source's active call; other numbers are inactive results; i = inactive; ? = inconclusive; . = no result given.

SMILES | H37Rv inhibition | PhoP GFP inhibition | VEEV TC-83 Vero | tuberculosis growth | influenza NS1A | others
COC(=O)COC(=O)c1ccccc1NC(=O)c1ccccc1 | ? | -9% | 2.2% | ? | -11% | VEEV TC-83 Vero 10K pilot screen=1.0
Cc1ccc(N2CC(NC(=O)C3CC3)CC2=O)cc1 (configuration not stated) | -6% | 9% | 1.5% | -1% | -15%
O=C(Nc1cccc(NC(=O)c2ccccc2Cl)c1)c1cccs1 | -2% | -4% | 6.4% | 50% | -1%
CC1=NN(C(C#N)c2ccc([N+](=O)[O-])cc2)C(C)(C)C1 (configuration not stated) | 6% | -2% | 8.7% | 0% | .
Cc1nc2ccc([N+](=O)[O-])cc2c(=O)n1Cc1cccc(Br)c1 | -2% | 2% | 1.0% | 4% | 22%
CCCCCCC(=O)N/N=C/c1ccc(Br)cc1 | 97% | 1% | i | -10% | -4%
COc1ccc(N2CCN(C(=O)c3ccc(CNS(=O)(=O)c4cccc(OC)c4)cc3)CC2)cc1 | 1% | -7% | 4.4% | 25% | -1%
Cc1ccc(NC(=O)CCSCCc2ccccn2)cc1 | 4% | -11% | 0.4% | 24% | 9%
CN(C)Cc1nnnn1-c1cccc(-n2nnnc2CN(C)C)c1 | 0% | 8% | 1.0% | -12% | -20%
Nc1ccc(S(=O)(=O)Nc2ccc(C(=O)c3ccccc3)cc2)cc1 | ? | -6% | 1.1% | 73% | -7%
COc1cccc(-c2sc3ccccc3c2-c2ccc(OCCN3CCCCC3)cc2)c1 | ? | . | i | ? | 2% | VEEV TC-83 Vero 10K pilot screen=0.0
CCN(CC)c1ccc2c(C)cc(=O)oc2c1 | 2% | . | 1.8% | -2% | -5%
O=C(Nc1ccccc1N1CCN(c2ccccc2)CC1)c1ccccc1F | 3% | 1% | 0.7% | 23% | -2% | VEEV TC-83 Vero 10K pilot screen=1.3
O=C(NCC(=O)N(Cc1ccco1)C(C(=O)NC1CCCCC1)c1cccnc1)c1ccco1 (configuration not stated) | -3% | 5% | 2.2% | 4% | 0%
CCOCCOC(=O)c1[nH]c2c(c1C)C(=O)CC(c1ccc(N(C)C)cc1)C2 (configuration not stated) | 5% | -10% | 9.3% | 68% | 17%
COc1ccc(OCC(O)CN2CCCCC2)cc1 (configuration not stated) | -4% | 2% | 0.6% | 14% | -8% | VEEV TC-83 Vero 10K pilot screen=0.0
CCC(=O)N1CCN(c2ccc(OC)cc2[N+](=O)[O-])CC1 | -9% | -9% | i | -13% | -1% | VEEV TC-83 Vero 10K pilot screen=0.0
C#CCOCCOCCOCCNc1nc(N2CCN(C(=O)[C@H]([C@@H](C)CC)n3cc([C@@H](N)CO)nn3)CC2)nc(N2CCN(C(=O)[C@H](Cc3ccc(O)cc3)n3cc([C@@H](N)C(C)CC)nn3)CC2)n1 (some centres not stated) | -7% | -5% | 0.3% | 49% | 2%
O=[N+]([O-])c1ccc(C(=Nc2cccc3ccccc23)N2CCOCC2)cc1 | -20% | 3% | i | -4% | 12%
Cc1ccn2c(=O)c(C(=O)NCCN3CCOCC3)c(O)nc2c1 | -4% | 16% | 1.6% | -4% | 2%
Cc1ccccc1CSc1nnc(-c2ccccn2)n1C | -1% | 10% | 0.2% | 49% | .
O=C(N/N=C/c1ccc([N+](=O)[O-])o1)c1cccc(S(=O)(=O)N2CCOCC2)c1 | ? | 3% | 3.5% | 63% | 2%
Cc1cccc(NC(=O)C2CC(=O)NC(Nc3nc4ccccc4s3)=N2)c1 (configuration not stated) | 4% | -3% | . | -3% | .
O=[N+]([O-])c1ccccc1S(=O)(=O)N1CCN(Cc2cc3c(cc2O)OCO3)CC1 | -6% | 1% | 1.0% | 11% | 7%
COc1ccccc1C(=O)Nc1nnc(-c2ccc(Cl)cc2)o1 | 26% | 28% | 6.7% | . | -10%
Continuation.
SMILES | H37Rv inhibition | PhoP GFP inhibition | VEEV TC-83 Vero | tuberculosis growth | influenza NS1A | others
NC(=O)c1ccc(NC(=O)COc2ccc([N+](=O)[O-])cc2Cl)cc1 | 5% | 1% | 0.9% | -6% | -12%
Cc1ccc(CNC(=O)Cn2cccc2)cc1 | 1% | 11% | 0.4% | -10% | 2%
O=C(Nc1ccccc1)C1CCN(S(=O)(=O)c2ccc3c(c2)OCCO3)CC1 | -3% | 3% | 2.4% | -14% | -10%
Cc1ccc(C(=O)CNc2cccc([N+](=O)[O-])c2)cc1 | 20% | -7% | 0.9% | 11% | -25%
CC(C)CN(C(=O)COC(=O)CCCc1nc2ccccc2s1)c1c(N)n(Cc2ccccc2)c(=O)[nH]c1=O | 0% | -5% | 2.0% | -5% | -9%
C=CCCCCCCCCc1nc(SCC(C)=O)n[nH]1 | 3% | -11% | 4.3% | ? | -1%
C#CCOCCOCCOCCNc1nc(N2CCN(C(=O)CCCCCCCCCCNC(=O)Cn3cc(CCCCCN)nn3)CC2)nc(N2CCN(C(=O)CCCCCCCCCCNC(=O)[C@@H](CCC(=O)O)n3cc(CCCCCN)nn3)CC2)n1 | 26% | 0% | 4.5% | 8% | -11%
Cc1sc(NC(=O)C2CCCCC2)c(C#N)c1-c1ccccc1 | 6% | -10% | 2.0% | 20% | 3%
CCOc1ccccc1NC(=S)N1CCCc2ccccc21 | 2% | 6% | 1.2% | -6% | -2%
Cc1c(NC(=O)C(C)OC(=O)COc2ccc(C#N)cc2)c(=O)n(-c2ccccc2)n1C (configuration not stated) | -2% | 5% | 1.3% | -15% | -11%
Cc1nc2c3ccccc3nc(NNC(=O)CCC(=O)NC(C)C)n2n1 | 5% | -4% | 1.5% | -9% | -2%
O=C(COC(=O)c1ccc(O)cc1)Nc1nccs1 | -3% | 3% | 0.7% | 18% | -12%
CC1CCCCN1Cc1c[nH]c2ccccc12 (configuration not stated) | 8% | 3% | i | -2% | 1%
CCOC(=O)c1cc(S(=O)(=O)N(C)Cc2ccccc2)cn1C | 3% | 4% | 4.3% | 10% | 2%
COc1cc2nc(N(C)CCCNC(=O)C3CCCO3)nc(N)c2cc1OC (configuration not stated) | 1% | 3% | . | 0% | .
CCCc1cc(=O)[nH]c2nnc(SCC(=O)Nc3ccc(NC(C)=O)cc3)n12 | -15% | 6% | 1.4% | -4% | -5%
CC(C)C[C@@H](CO)N1CCN(Cc2ccccc2)CCC1=O | 7% | -11% | 0.2% | -9% | 7%
O=C1NC[C@H](c2ccccc2)N(CCc2cccc3ccccc23)C1=O | 45% | -9% | 0.2% | 20% | -7%
COC(=O)c1ccc(NC(=O)CN(c2ccc(C)cc2)S(=O)(=O)c2c(C)n[nH]c2C)cc1 | 4% | 7% | 3.8% | 24% | 6%
Cn1c(=O)[nH]c(=O)c2c1nc(N1CCCC1)n2CC(O)COc1ccccc1 (configuration not stated) | -10% | 1% | 5.3% | -6% | 3%
O=C(O)c1ccccc1SCc1cn2ccccc2n1 | -6% | -10% | i | -10% | 14%
COc1ccc(NC(=O)N2CCn3c2nc2ccccc23)cc1 | -8% | -3% | 0.7% | -9% | -6%
CCCCNC(=S)Nc1ccc2[nH]c(=O)[nH]c2c1 | -3% | 2% | 0.1% | 17% | -5%
C=CCOC(=O)C(C#N)c1nc2ccccc2nc1N1CCC(C(=O)OCC)CC1 (configuration not stated) | -9% | -19% | 8.8% | . | 0%
O=C(c1cn(-c2ccccc2)nc1-c1ccccc1)N1CCN(c2ccccn2)CC1 | 6% | 7% | 9.4% | 22% | 9%

The list goes on, overlapping the part above by five compounds.
SMILES | H37Rv inhibition | PhoP GFP inhibition | VEEV TC-83 Vero | tuberculosis growth | influenza NS1A | others
O=C(O)c1ccccc1SCc1cn2ccccc2n1 | -6% | -10% | i | -10% | 14%
COc1ccc(NC(=O)N2CCn3c2nc2ccccc23)cc1 | -8% | -3% | 0.7% | -9% | -6%
CCCCNC(=S)Nc1ccc2[nH]c(=O)[nH]c2c1 | -3% | 2% | 0.1% | 17% | -5%
C=CCOC(=O)C(C#N)c1nc2ccccc2nc1N1CCC(C(=O)OCC)CC1 (configuration not stated) | -9% | -19% | 8.8% | . | 0%
O=C(c1cn(-c2ccccc2)nc1-c1ccccc1)N1CCN(c2ccccn2)CC1 | 6% | 7% | 9.4% | 22% | 9%
COc1cc(C#Cc2c(-c3cncn3C)n(C)c3ccc(-c4ccc5cc[nH]c5c4)cc23)cc(OC)c1 | ? | . | 3.3% | 30% | 6%
CCN(CC(=O)Nc1ccc(C(=O)OC)cc1)Cc1ccccc1 | 10% | -1% | 0.6% | 15% | -2%
CCN(C(=O)CSc1nnc(Nc2ccc(OC)cc2)s1)C1CCS(=O)(=O)C1 (configuration not stated) | -4% | . | 0.5% | 2% | 8%
CN=C(NC)SC1CC(=O)N(c2ccccc2)C1=O (configuration not stated) | -1% | 2% | 0.3% | -8% | -7%
CCC(C)N(NC(C)=O)c1nc(Cl)nc(NC(C)C)n1 (configuration not stated) | 5% | -4% | 7.2% | 6% | -2%
Cc1ccc(Nc2nc(COC(=O)COc3ccc(C=O)cc3)cs2)cc1 | -3% | 3% | i | 57% | 4%
CCN1C(=NCCOC)N[C@@H](c2ccccc2)[C@H](C(=O)OC)[C@H]1C | 1% | . | 4.6% | 21% | -13%
Cc1ccc(C(=O)Nc2cc(Cl)ccc2OC(=O)c2ccc(C)cc2)cc1 | 4% | -4% | . | -4% | .
CC1Cc2cc(-c3csc(NC(=O)Cc4ccccc4)n3)ccc2N1S(C)(=O)=O (configuration not stated) | 54% | -13% | 6.6% | 10% | -1%
CCNC(=O)CC1SC(=Nc2ccc(Cl)cc2)N(CC)C1=O (configuration not stated) | 8% | -3% | 0.1% | 12% | 1% | VEEV TC-83 Vero 10K pilot screen=0.9
CC(=O)Nc1ccc(C(=O)COC(=O)C2CC2)c(F)c1 | . | . | 0.3% | . | -3%
Cc1cc(N)cc(C)c1-c1c(Br)cc(N)cc1Br | . | . | 5.5% | . | 26%
Cc1cc(C)cc(NC(=S)NCc2cccnc2)c1 | -10% | -7% | 0.2% | ? | -3%
Cc1ccc2c3c1C1(C(=O)N3C(C)(C)CC2C)C(C#N)=C(N)Oc2cc(O)ccc21 (configuration not stated) | -7% | -1% | 3.9% | 47% | 11%
Cn1ncn2c(=O)c3c(nc12)-c1ccccc1CC31CCCC1 | -12% | 5% | 1.3% | 8% | -26%
Cc1ccc(C(=O)Nc2ccccc2C(=O)Nc2ccccn2)cc1Cl | 4% | -8% | 0.9% | 11% | 1%
Cc1ccc(CNC(=O)c2ccc(-n3cccc3)cc2)cc1 | . | . | 0.1% | . | 10%
Cc1cc2[nH]c(=O)c(=O)[nH]c2cc1S(=O)(=O)Nc1cccc(C)c1C | 4% | -10% | 0.8% | -6% | -10%
C/C=C(/C)C(=O)Nc1cccc(C2=NOC3(C2)C[C@H](C(N)=O)N(C(=O)c2ccccc2)C3)c1 (some centres not stated) | -2% | 0% | 0.2% | -2% | 7%
COc1ccc(/C=N/NC(=O)CNc2n[nH]c(=O)[nH]c2=O)cc1OC | 0% | -6% | 1.4% | -18% | 6%
Cc1ccc(Cn2c(N)c(S(=O)(=O)c3cccs3)c3nc4ccccc4nc32)cc1 | -12% | -18% | 0.9% | -2% | -4%
COc1ccc(N2CCN(S(=O)(=O)c3ccc(OC)c(C(=O)N4CCCC4)c3)CC2)cc1 | 6% | 3% | 0.3% | -9% | 18%
O=C(COC(=O)c1cnccn1)Nc1ncc(C(F)(F)F)cc1Cl | 1% | . | 1.7% | 7% | -4%
CC1(C)Cc2c(sc3nc4n(c(=N)c23)CCCCC4)CO1 | 5% | 8% | i | -10% | 1%
CC1(C)CC(=O)c2cc(NC(=O)c3ccc(F)cc3)c(=O)oc2C1 | 6% | -4% | 2.1% | 3% | -7%
Next section.
SMILES | H37Rv inhibition | PhoP GFP inhibition | VEEV TC-83 Vero | tuberculosis growth | influenza NS1A | others
S=C(NCCCN1CCOCC1)NC1CC1 | 1% | 3% | 0.2% | -2% | -8%
Nc1ccc(-c2cc(-c3cccc(N)c3)nc(-c3ccccc3)n2)cc1 | 6% | 2% | 2.1% | 7% | -8%
CSc1ncccc1C(=O)Nc1cccc(S(=O)(=O)N2CCCC2)c1 | 3% | . | 4.9% | 6% | -3%
O=C1/C(=C/c2ccc(Br)cc2)Oc2cc(O)ccc21 | 10% | -8% | 6.0% | 69% | -3%
COc1ccc(S(=O)(=O)NCC(=O)N(CC(=O)NCc2ccccc2)Cc2ccco2)cc1 | -13% | -11% | 0.0% | -5% | 14%
COc1ccc(-c2cc(C(=O)N(C)Cc3nc4ccccc4c(=O)[nH]3)c3ccccc3n2)cc1OC | -1% | . | 7.8% | 40% | -16%
O=C(Cc1ccc(Cl)c(Cl)c1)Nc1ccc2[nH]c(=O)[nH]c2c1 | 1% | -1% | 1.7% | -24% | -10%
